Pol eta inh: inhibitors of human DNA polymerase eta; Q9Y253; recombinant Pol eta, fluorescent DNA replication assay; Potency, µM (titrated, usually from 114 µM), without a hit: at the top dose activity change, negative = inhibition, most hits filed as inhibitors; hit rate 1.2% among 390,000; AID 588591; also: % is scaled to controls: 0 for no effect and ±100 for the full control effect
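Fluorescent replication assay: 50 nM final substrate added after a 15 min room-temperature compound preincubation with 10 nM enzyme. Signal taken at 0 min and again at 10 min.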
JMJD2A Tudor: JMJD2A Tudor domain (human) inhibition; O75164; Potency, µM (doses to about 114 µM), for the others: at the top dose activity change, negative = inhibition, actives largely listed as inhibitors; hit rate 4.4% among 390,000; AID 504339; AlphaScreen JMJD2A-Tudor / H3K4me3 peptide binding; also: % is scaled to controls: 0 for no effect and ±100 for the full control effect; nearly all actives have a fitted effect of over 50% in size
BLM helicase inh: inhibitors of human Bloom syndrome helicase BLM; P54132; Potency, µM (series often up to 56.1 µM), for inactives: at the highest dose activity change, negative = inhibition, usual class: inhibitors; hit rate 0.2% among 350,000; recombinant BLM DNA unwinding, fluorescence dequenching;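 also: plate controls were vehicle for no effect and no enzyme for full effect; nearly all actives have a fitted effect of over 35% in size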
Target sequence (P54132 whole entry, looked up): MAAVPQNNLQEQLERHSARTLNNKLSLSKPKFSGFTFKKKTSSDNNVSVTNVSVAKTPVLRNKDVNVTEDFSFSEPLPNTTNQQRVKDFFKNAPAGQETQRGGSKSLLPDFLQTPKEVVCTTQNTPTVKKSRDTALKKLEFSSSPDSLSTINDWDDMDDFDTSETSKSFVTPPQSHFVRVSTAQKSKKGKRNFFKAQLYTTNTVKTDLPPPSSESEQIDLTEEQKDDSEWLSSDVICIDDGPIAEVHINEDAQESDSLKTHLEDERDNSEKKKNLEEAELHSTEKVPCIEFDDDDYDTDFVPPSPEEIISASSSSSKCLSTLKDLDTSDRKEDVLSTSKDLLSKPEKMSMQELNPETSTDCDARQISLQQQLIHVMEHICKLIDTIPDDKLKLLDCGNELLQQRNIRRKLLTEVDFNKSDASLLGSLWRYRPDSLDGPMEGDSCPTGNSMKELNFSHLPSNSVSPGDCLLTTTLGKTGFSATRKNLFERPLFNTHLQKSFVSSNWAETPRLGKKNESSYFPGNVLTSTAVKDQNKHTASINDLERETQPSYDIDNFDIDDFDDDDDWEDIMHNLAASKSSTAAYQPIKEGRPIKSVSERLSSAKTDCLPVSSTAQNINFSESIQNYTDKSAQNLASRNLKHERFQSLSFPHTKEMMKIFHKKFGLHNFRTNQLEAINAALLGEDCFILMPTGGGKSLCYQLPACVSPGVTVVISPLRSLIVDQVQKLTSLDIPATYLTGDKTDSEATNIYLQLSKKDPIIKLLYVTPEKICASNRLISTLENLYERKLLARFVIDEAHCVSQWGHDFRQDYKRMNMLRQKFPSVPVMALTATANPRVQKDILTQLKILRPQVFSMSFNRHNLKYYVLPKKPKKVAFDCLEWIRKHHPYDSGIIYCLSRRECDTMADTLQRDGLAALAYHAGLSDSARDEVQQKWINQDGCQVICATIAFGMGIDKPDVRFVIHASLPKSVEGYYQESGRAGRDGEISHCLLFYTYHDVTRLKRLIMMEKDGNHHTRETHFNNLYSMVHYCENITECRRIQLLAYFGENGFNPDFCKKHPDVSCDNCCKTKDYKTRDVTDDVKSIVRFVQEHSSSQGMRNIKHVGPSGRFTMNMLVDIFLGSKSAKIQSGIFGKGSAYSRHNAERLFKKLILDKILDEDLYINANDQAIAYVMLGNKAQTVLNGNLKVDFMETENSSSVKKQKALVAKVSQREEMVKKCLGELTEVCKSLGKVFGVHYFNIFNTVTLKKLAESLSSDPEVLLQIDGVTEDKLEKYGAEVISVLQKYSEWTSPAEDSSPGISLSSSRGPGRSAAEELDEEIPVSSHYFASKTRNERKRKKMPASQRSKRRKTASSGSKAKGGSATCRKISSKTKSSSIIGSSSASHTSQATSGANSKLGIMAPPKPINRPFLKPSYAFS
Pol beta inh: blocks human DNA polymerase beta activity; Pol beta primer extension/strand displacement, fluorescence kinetic; Potency, µM (series often up to 114 µM), for inactives: at the highest dose activity change, negative = inhibition, actives largely listed as inhibitors; hit rate 1.3% among 340,000; AID 485314; also: % is scaled to controls: 0 for no effect and ±100 for the full control effect
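Pol beta (10 nM) was preincubated with compound for 15 min at room temperature. The reaction was then started with 50 nM substrate and read immediately and after a further 10 min at room temperature.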
BAZ2B inh: BAZ2B (human) inhibition. Q9UIF8. AlphaScreen BAZ2B-H3K14Ac peptide displacement. Potency, µM (titrated, usually from 114 µM), for inactives: top-dose activity change, negative = inhibition, usual class: inhibitors. hit rate 4.4% among 360,000. AID 504333; also: % is scaled to controls: 0 for no effect and ±100 for the full control effect; nearly all actives have a fitted effect of over 60% in size
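Protein-peptide AlphaScreen: BAZ2B 50 nM, b-H3K14Ac 50 nM, 1x PBS pH 7.4 + 0.01% Tween-20. Preincubation 30 min RT; cpd 30 min RT (top 110 uM); beads 20 min RT, light-protected.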
POLK inh: blocks human DNA polymerase kappa activity; purified Pol kappa, fluorescent DNA synthesis assay, 10 min; Potency, µM (highest dose often 107 µM), without a hit: top-dose activity, negative = inhibition, usual class: inhibitors; Q9UBT6; hit rate 0.53% among 400,000; also: % is scaled to controls: 0 for no effect and ±100 for the full control effect
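10 nM Pol kappa preincubated 15 min at room temperature with compounds, then reaction started with substrate at 50 nM final. Fluorescence read kinetically at 0 and 10 min; buffer-only wells served as negative control.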
G9a block: blocks human histone lysine methyltransferase G9a. Q96KQ7. G9a H3K9 monomethylation, AlphaScreen, 2 h. hit rate 8.8% among 350,000. Potency, µM (highest dose often 102 µM), for inactives: top-dose activity, negative = inhibition, hits mostly inhibitors; also: % is scaled to controls: 0 for no effect and ±100 for the full control effect; nearly all actives have a fitted effect of over 75% in size
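Compounds were preincubated with 20 nM G9a for 15 min, after which biotinylated H3K9 peptide (500 nM) and SAM (20 uM) started a 2 h room-temperature reaction. Monomethylated product was quantified by antibody-based AlphaScreen chemiluminescence.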
APE1 inh: blocks human APE1 abasic DNA cleavage | Potency, µM (doses to about 65.8 µM), for the others: at the top dose activity change, negative = inhibition, usual class: inhibitors | hit rate 0.35% among 350,000 | recombinant APE1, TAMRA/BHQ-2 abasic DNA cleavage fluorescence | P27695;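 also: plate controls were vehicle for no effect and reference inhibitor for full effect; nearly all actives have a fitted effect of over 55% in size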
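APE1 at 0.75 nM final was preincubated with compound 15 min at room temperature, then 50 nM double-stranded THF abasic-site substrate (5'-TAMRA/3'-BHQ-2) was added. Fluorescence (ex 525/em 598 nm) was read kinetically; third-minus-first read gave activity.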
POLI inh: inhibitors of human DNA polymerase iota. hit rate 1% among 390,000. Q9UNA4. Pol iota fluorescent replication assay, 10 min. AID 588590. Potency, µM (top dose mostly 115 µM), for inactives: at the highest dose activity, negative = inhibition, most hits filed as inhibitors
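Fluorescent replication assay read twice, at 0 min and 10 min after adding 50 nM (final) substrate. Enzyme (10 nM) and compounds were first incubated 15 min at room temperature; enzyme-free buffer wells were negative controls.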
Active calls of the source: *; ? = inconclusive; / = no result given; [ ] = dose if it differs, or a comment. Calls follow the shape of the dose curve; as a rule, active = well fitted curve in the direction sought with a large enough effect; inconclusive = small, poorly fitted or top-dose-only effect, or another doubt; inactive = no such curve, though single readings can be large; an effect the other way counts as inactive or inconclusive. Potency is read from the fitted curve at half-maximal effect. Only part of the results is shown; the hit share may differ from the screen's.

#	G9a block	BLM helicase inh	BAZ2B inh	JMJD2A Tudor	Pol eta inh	APE1 inh	POLK inh	POLI inh	Pol beta inh	structure
1	-27%	11%	17%	-14%	-17%	24%	4%	24%	5%	CCC(C)NC(=O)CSc1nnc(-c2cc(OC)c(OC)c(OC)c2)c(-c2cc(OC)c(OC)c(OC)c2)n1 (stereo not given)
2	?	-12%	?	?	-5%	11%	1%	16%	25%	Fc1ccc(N2CCN(C(=S)NCc3ccco3)CC2)cc1
3	?	-11%	-20%	-8%	6%	10%	-21%	97%[activator]	8%	CN(C)S(=O)(=O)N1CCc2ccc(NC(=O)C3CCCO3)cc2C1 (stereo not given)
4	?	-9%	-19%	-9%	-3%	-7%	11%	12%	1%	Cc1ccccc1Cn1nc(C)c(NC(=O)c2cc(-c3ccco3)on2)c1C
5	-10%[59 µM]	-1%	/	-18%	-2%	15%	-6%	-12%	0%	CCOC(=O)c1c(C)[nH]c(C(=O)Cn2nnc(-c3ccc(Cl)cc3)n2)c1C
6	-34%	-3%	/	?	3%	-2%	-15%	92%[activator]	6%	c1ccc(CN2CCC(=NNc3nc4ccccc4[nH]3)CC2)cc1
7	8%	0%	-13%	-20%	-5%	9%	-2%	32%[activator]	-14%	CN(C)N1C(N)=C(C#N)C(c2ccccc2)C2=C1CC(C)(C)CC2=O (stereo not given)
8	-1%[2.33 µM]	-3%	12%	-3%	-11%	-1%	-19%	?	37%	CC(C)(C)c1ccc(S(=O)(=O)NCCc2ccncc2)cc1
9	-17%	/	-30%	-11%	-8%	4%	-6%	-10%	/	COCCn1ccc2c(OCC(=O)Nc3cccc(NC(C)=O)c3)cccc2c1=O
10	?	-10%	12%	-21%	-14%	?	-13%	35%[activator]	-1%	N#C/C(=C\c1ccc(-c2cccc([N+](=O)[O-])c2)o1)C(=O)NCCN1CCOCC1
11	14%	-2%	-4%	-1%	-6%	13%	-15%	-4%	30%	CCc1ccc(N(CC(=O)NC2CC2)S(=O)(=O)c2ccc(C)cc2)cc1
12	30%[59 µM]	0%	6%	-19%	-15%	-12%	-3%	39%[activator]	-7%	Cc1ccc(NC(=O)CN2C(=O)N/C(=C/c3ccc(N4CCOCC4)cc3)C2=O)cc1
13	-4%	2%	-11%	-11%	0%	-4%	-3%	19%	26%	COC(=O)COc1ccc(S(=O)(=O)Nc2ccc(C(N)=O)cc2)cc1C
14	21%	-5%	14%	47%[activator]	-14%	2%	-5%	-18%	0%	O=S(=O)(c1cnc(Cl)c(Br)c1)N1CCc2ccccc21
15	-34%[59 µM]	-13%	?	-26%	-24%	2%	-13%	9%	11%	COc1cccc(CNC(=O)CSCc2cnn(-c3ccccc3)c2-n2cccc2)c1
16	18%	-3%	-3%	0%	-5%	9%	15%	32%[activator]	91%	Cn1cc(SCC(=O)NC2CCCCC2)c2ccccc21
17	-10%[59 µM]	-3%	-2%	-20%	-8%	-10%	-6%	15%	-24%	Cc1sc(NC(=S)NC(=O)c2cccs2)nc1-c1ccc(CC(C)C)cc1
18	-6%[59 µM]	-1%	-18%	-35%	-8%	/	-9%	34%[activator]	1%	COc1ccc(NCc2cc3ccc(OC)cc3n(CC(=O)Nc3ccc(C)c(C)c3)c2=O)cc1
19	115%[activator]	-11%	-28%	88%[activator]	-3%	0%	4%	8%	3%	CN(c1ccccc1)S(=O)(=O)c1ccc(-c2ccccc2)cc1
20	47%[activator]	-6%	38%	10%	-22%	-4%	-2%	-12%[58.9 µM]	-26%	Cc1nc(SCc2cccc(F)c2)c2oc3ccccc3c2n1
21	1%	-9%	0%	-6%	-9%	-1%	8%	-25%	1%	CC(=O)Nc1ccc(S(=O)(=O)NCCOc2ccc(Cl)cc2C)cc1
22	/	/	/	-12%	-7%	-1%	-4%	-13%	/	CC(C)(C)NC(=O)CC1C[C@H](C(=O)N2CCCCC2)[C@@]2(CCc3ccccc3)c3[nH]c4ccccc4c3CCN2C1=O (stereo not given in full)
23	-2%	-3%	3%	-11%	-18%	-9%	-7%	32%[activator]	10%	CC(C)N1C(=O)c2ccccc2C1C(=O)NCCc1ccccc1 (stereo not given)
24	10µM*	-7%	?	?	-6%	9%	-13%	14%	9%	Oc1ccc2ccccc2c1CN1CCN(C/C=C/c2ccccc2)CC1
25	?	0%	-7%	-15%	-3%	9%	-5%	13%	0%	COc1cc(CN(C)CC(=O)c2[nH]c(C)c(C(C)=O)c2C)ccc1OC(F)F

Six entries out of the list, arranged by SMILES length, ascending:
#	G9a block	BLM helicase inh	BAZ2B inh	JMJD2A Tudor	Pol eta inh	APE1 inh	POLK inh	POLI inh	Pol beta inh	structure
20	47%[activator]	-6%	38%	10%	-22%	-4%	-2%	-12%[58.9 µM]	-26%	Cc1nc(SCc2cccc(F)c2)c2oc3ccccc3c2n1
23	-2%	-3%	3%	-11%	-18%	-9%	-7%	32%[activator]	10%	CC(C)N1C(=O)c2ccccc2C1C(=O)NCCc1ccccc1 (stereo not given)
13	-4%	2%	-11%	-11%	0%	-4%	-3%	19%	26%	COC(=O)COc1ccc(S(=O)(=O)Nc2ccc(C(N)=O)cc2)cc1C
11	14%	-2%	-4%	-1%	-6%	13%	-15%	-4%	30%	CCc1ccc(N(CC(=O)NC2CC2)S(=O)(=O)c2ccc(C)cc2)cc1
1	-27%	11%	17%	-14%	-17%	24%	4%	24%	5%	CCC(C)NC(=O)CSc1nnc(-c2cc(OC)c(OC)c(OC)c2)c(-c2cc(OC)c(OC)c(OC)c2)n1 (stereo not given)
22	/	/	/	-12%	-7%	-1%	-4%	-13%	/	CC(C)(C)NC(=O)CC1C[C@H](C(=O)N2CCCCC2)[C@@]2(CCc3ccccc3)c3[nH]c4ccccc4c3CCN2C1=O (stereo not given in full)

(more compounds)
#	G9a block	BLM helicase inh	BAZ2B inh	JMJD2A Tudor	Pol eta inh	APE1 inh	POLK inh	POLI inh	Pol beta inh	structure
26	18%	-5%	-1%	-10%	-4%	3%	-11%	?	-3%	COc1ccc(N(C2=NCCCS2)S(=O)(=O)c2ccc(C(C)(C)C)cc2)cc1
27	-18%	-1%	-32%	-17%	-10%	2%	-6%	-1%	-1%	COc1ccc2c(c1)C1NC(=S)NC(C)(O2)C1C(=O)Nc1ccc(Cl)cc1 (stereo not given)
28	-23%[59 µM]	-4%	-29%	?	7%	/	-15%	-15%	?	O=C(c1cccn1-c1nnc(N2CCCCC2)s1)N1CCN(c2ccc(Cl)cc2)CC1
29	-9%[59 µM]	-7%	4%	-11%	/	/	-9%	36%[activator]	4%	CCC(C)NC(=O)CSc1nc2cc3c(cc2c(=O)n1Cc1ccc(C(=O)NCCc2ccc(OC)c(OC)c2)cc1)OCO3 (stereo not given)
30	-17%[59 µM]	2%	-10%	-14%	-14%	/	3%	-5%	-8%	Cc1cc2oc(C(=O)Nc3ccc(S(=O)(=O)Nc4ncccn4)cc3)cc(=O)c2cc1C
31	20%[59 µM]	4%	0%	9%	-13%	1%	-3%	2%	-11%	O=C(Cc1ccc(Cl)cc1)NNc1c(F)c(F)cc(F)c1F
32	4%[59 µM]	6%	0%	-9%	-17%	/	2%	37%	2%	CCN(CC)CCCNC(=O)c1cc(-c2ccc(OC)c(OC)c2)on1
33	6%[59 µM]	7%	-1%	-15%	-8%	2%	-6%	4%	19%	CC(OC(=O)c1nn(C(C)C)c(=O)c2ccccc12)C(=O)Nc1ncc(Cl)cc1Cl (stereo not given)
34	-3%	1%	-19%	-4%	4%	0%	3%	7%	6%	Cc1cc(C)n(-c2nc(-c3ccc(Cl)cc3)cs2)n1
35	7%[2.33 µM]	/	-8%	-16%	-10%	1%	-11%	-20%	/	Cc1ccc(S(=O)(=O)N2CCN(C(=O)c3n[nH]c(=O)c4ccccc34)CC2)c(C)c1
36	35µM*	-3%	-17%	-5%	-9%	24%	7%	4%	42%	COc1cccc(NC(=O)c2nc(S(C)(=O)=O)ncc2Cl)c1
37	?	3%	-36%	?	-11%	13%	-2%	10%	15%	COc1ccccc1NS(=O)(=O)c1cccc(N=C2N=C(N)c3ccccc32)c1
38	5%[59 µM]	4%	1%	-15%	-16%	2%	-4%	31%[activator]	6%	CCCCCc1c(C)nc(N2CCc3ccccc32)[nH]c1=O
39	4%[59 µM]	-1%	-8%	-21%	-14%	/	-6%	16%	-2%	FC(F)(F)c1ccc(C2=Nc3ccccc3NC(c3cccs3)=N2)cc1
40	?	1%	0%	-6%	-6%	15%	-2%	6%	24%	O=C(Cc1ccccc1)NNS(=O)(=O)c1ccccc1[N+](=O)[O-]
41	19%[59 µM]	-4%	9%[0.457 µM]	-8%	-7%	20%	6%	-2%	25%	COc1ccc(C(=O)N(C)CC2CCN(CCc3cccc(C(F)(F)F)c3)CC2)cc1C
42	?	-7%	-14%	10%	-22%	9%	-9%	-17%	0%	CCOc1ccc(NC(=S)NC(=O)C2CCCC2)cc1
43	?	-1%	?	?	?	17%	-11%	6%	24%	Cc1ccc(NS(=O)(=O)c2ccc3c(c2)C(=O)c2ccccc2C3=O)c(C)c1
44	45µM*	-2%	5%	-8%	-4%	-1%	-3%	169%[activator]	0%	CC(=O)NC1=NN(C(C)=O)C(C)(c2cccnc2)S1 (stereo not given)
45	83%[activator]	-12%	57%[activator]	32%	-11%	19%	-16%	5%	-12%	COC(=O)C1=CN(Cc2ccc(OC)cc2)C=C(C(=O)OC)C1c1cc(OC)c(OC)c(OC)c1
46	-5%[12.7 µM]	/	14%	-16%	1%	3%	-7%	-3%	/	O=C(NCc1ccco1)C1CCN(C(=O)c2ccc(Cl)cc2)CC1
47	8%[59 µM]	-1%	6%	6%	-9%	0%	-3%	-5%	-23%	CC(=O)N(C(C)=O)c1cccc2c(N(C(C)=O)C(C)=O)cccc12
48	?	-4%	?	-11%[11.4 µM]	-11%	1%	-8%	3%	-1%	CNc1nn(-c2cccc(Cl)c2)nc1N
49	-15%	-1%	14%	-12%	11%	3%	-13%	-3%	9%	Clc1cccc(Cl)c1NC1=NCCC1
50	25%[59 µM]	-8%	-4%	-21%	-28%	-7%	2%	-2%	16%	CC(C)Oc1ccc(C(=O)Nc2ccc(Cl)c(S(=O)(=O)Nc3ccc(Cl)cc3)c2)cc1

Bioassay records deposited in PubChem BioAssay by National Center for Advancing Translational Sciences (NCATS).
